# Compound activity from PubChem BioAssay.
# M1 antag – blocks human M1 muscarinic receptor. inhibition, % at 3 µM. CHO-K1 hM1, Fluo-8 calcium fluorescence, ACh EC80 antagonist. P11229. 1.3% of 360,000 active;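 active = percent inhibition above its own plate's cutoff, namely the mean of that plate's compound wells plus 3 SD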;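 note: peak over basal fluorescence ratio during 140 s after agonist addition; 0% = ACh EC80 plus DMSO and 100% = DMSO alone without agonist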
# Target sequence (P11229 whole entry, looked up): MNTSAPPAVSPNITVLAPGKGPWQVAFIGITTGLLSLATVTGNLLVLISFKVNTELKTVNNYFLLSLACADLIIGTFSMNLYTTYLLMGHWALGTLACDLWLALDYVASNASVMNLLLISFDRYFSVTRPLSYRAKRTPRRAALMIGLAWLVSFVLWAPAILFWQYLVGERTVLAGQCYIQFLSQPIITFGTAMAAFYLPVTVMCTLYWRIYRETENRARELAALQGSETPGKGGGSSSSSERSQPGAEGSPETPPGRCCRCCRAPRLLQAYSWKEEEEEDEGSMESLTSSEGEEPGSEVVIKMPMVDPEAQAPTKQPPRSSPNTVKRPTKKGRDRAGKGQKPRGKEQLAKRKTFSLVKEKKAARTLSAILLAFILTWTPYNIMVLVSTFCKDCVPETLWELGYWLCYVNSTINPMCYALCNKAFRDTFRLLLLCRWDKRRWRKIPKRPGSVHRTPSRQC
# CHO-K1 Ca PAM – counter-screen for M1 PAMs: effect in parental CHO-K1 cells; activation, % at 3 µM; AID 602247; ATP EC20, Fluo-8 calcium fluorescence; 0% at ATP EC20, 100% at ATP max; 0.02% of 360,000 active;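 active = activation above the run cutoff, the mean activation of all test compounds plus 3 SD, cut at about 40% in these data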;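 note: peak over basal fluorescence ratio in a 140 s read after ATP addition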
# CHO-K1 Ca antag – nonselective inhibitor or artifact in parental CHO-K1 cells; ATP-induced calcium, Fluo-8 fluorescence; inhibition, % at 3 µM; 0.6% of 360,000 active;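 active = inhibition above a per-plate cutoff, the plate's mean sample inhibition plus 3 SD, cut at about 24% in these data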;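 note: 0% = DMSO plus EC80 ATP and 100% = DMSO alone without ATP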
# TAAR1 ag – human TAAR1 agonism; Q96RJ0; CHO RD-HGA16 TAAR1, Fluo-8 calcium fluorescence; vehicle wells 0%, saturating PEA agonist 100%; activation, % at 3 µM; 0.99% of 360,000 active; AID 624467;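 active = activation above the mean activation of all test compounds in the run plus 3 SD, cut at about 38% in these data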
# Target sequence (Q96RJ0 whole entry, looked up): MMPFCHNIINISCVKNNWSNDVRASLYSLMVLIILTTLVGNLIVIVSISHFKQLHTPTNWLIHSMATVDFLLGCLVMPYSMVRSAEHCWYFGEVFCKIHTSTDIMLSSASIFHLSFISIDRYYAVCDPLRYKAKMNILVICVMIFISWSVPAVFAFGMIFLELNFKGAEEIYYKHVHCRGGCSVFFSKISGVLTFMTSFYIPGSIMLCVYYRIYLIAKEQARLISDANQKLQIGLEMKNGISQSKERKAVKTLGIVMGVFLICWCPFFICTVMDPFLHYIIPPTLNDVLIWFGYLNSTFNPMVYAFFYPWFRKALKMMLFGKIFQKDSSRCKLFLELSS
#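 System: CHO RD-HGA16 cells carrying human TAAR1 plus Gα16; Incubation: 17-24 h seeding, 75 min 37 °C dye, 30 min RT; Measured by: Fluo-8 fluorescence, 5 s baseline then 140 s kinetic read; Control set: DMSO and PEA EC100; Replication: single well for each compound.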
# OXTR potentiate – potentiates the human oxytocin receptor response. P30559. CHO-OTR cells, Fluo-8 calcium fluorescence, potentiator mode; 0% = oxytocin EC15, 100% = EC100. activation, % at 3 µM. 0.061% of 320,000 active. AID 2445;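 active = activation above that plate's cutoff, the mean activation of tested compounds plus 3 SD, cut at about 6.6% in these data, passing the limit was not always enough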;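 note: 100% uses oxytocin at 75 nM as the full agonist control; some results filed as inactive read as strong as hits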
#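 Replication – single well per compound, singlicate · Assay system – CHO cell line stably expressing human OTR · Timing – 6 min pre-incubation, 100 s read · Measure – normalized max/min fluorescence ratio, % activation · Doses – 3.0 µM, one dose · Detection – Fluo-8 calcium dye fluorescence · Probe or stimulus – oxytocin near EC15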
# TAAR1 antagonist – antagonists of human TAAR1. Q96RJ0. CHO RD-HGA16 TAAR1, Fluo-8 calcium fluorescence, antagonist. inhibition, % at 3 µM. 1.5% of 360,000 active. AID 624466;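 active = inhibition above a per-plate cutoff, the mean inhibition of test compounds on that plate plus 3 SD, cut at about 49% in these data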;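 note: 0% = DMSO plus EC80 beta-PEA response and 100% = DMSO alone without agonist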
#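 test system = CHO RD-HGA16 cells bearing hTAAR1 | replication = singlicate | controls = DMSO-only wells and EC80 β-PEA-stimulated wells | reagent = EC80 β-phenethylamine stimulus | read-out basis = percent inhibition of PEA-evoked calcium signal, max/basal emission ratio | schedule = seeding 17-24 h prior, 75-min 37 °C, 30-min RT dye loading | signal = kinetic Fluo-8 calcium fluorescence measurement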
# M1 ag parental – M1 agonist counterscreen hit in parental CHO-K1 cells; AID 602248; Fluo-8 calcium fluorescence; scaled to maximal ATP response, vehicle zero; 0.48% of 360,000 active; activation, % at 3 µM; in the data active = activation above about 15%;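 note: untransfected CHO-K1 host cells lacking M1 receptor as counterscreen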
# CHO parental Ca – counter-screen for OX1R antagonists: effect in parental CHO cells; inhibition, % at 5.6 µM; 0.63% of 330,000 active; AID 463079; parental CHO-K1, ATP-induced calcium, Fluo-8 fluorescence;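 active = inhibition above that plate's mean sample inhibition plus 3 SD, cut at about 26% in these data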;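 note: 0% = ATP-challenged DMSO wells and 100% = DMSO wells without ATP; some compounds past the cut are filed as inactive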
#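 test system = CHO parental line | reagent = ATP stimulus | measured by = intracellular calcium via Fluo-8 no-wash fluorescent dye | control set = ATP and no-ATP DMSO wells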
# M1 ag – agonists of human M1 muscarinic receptor; P11229; CHO-K1 hM1, Fluo-8 calcium fluorescence, agonist mode; 0% DMSO, 100% acetylcholine EC100; 0.33% of 360,000 active; AID 588814; activation, % at 3 µM;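 active = activation above the run's mean compound activation plus 3 SD, cut at about 16% in these data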;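 note: peak over basal fluorescence ratio within a 140 s kinetic read after compound addition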
# The depositor's hits bear a star; . = not tested or not shown. Outcome played no part in choosing rows, and some 4.2% of all compounds hit somewhere here.
SMILES,M1 antag,CHO-K1 Ca PAM,CHO-K1 Ca antag,TAAR1 ag,OXTR potentiate,TAAR1 antagonist,M1 ag parental,CHO parental Ca,M1 ag
C=CCN1C(=O)c2ccc(C(=O)N3CCN(S(=O)(=O)c4ccc(C(C)C)cc4)CC3)cc2C1=O,20,5,1,2,-5,5,0.5,-5,-2
CN1CCN(CCC(=O)N/N=C/c2ccccc2F)CC1,-10,7,-11,0,2,-2,0.4,-7,-3
Cc1cc(Cl)c2oc(C(=O)N(C)CC3CCOCC3)c(C)c2c1,0,-10,-4,3,-10,31,2.7,-12,-1
COc1ccc(CCNS(=O)(=O)c2c(N)n(C)c(=O)n(C)c2=O)cc1OC,-5,21,-7,4,2,0,0.3,-2,-4
Cn1nc(C(=O)Nc2sccc2C(N)=O)ccc1=O,2,14,-7,1,-13,3,-0.4,1,1
O=C(COC(=O)c1ccccc1)Nc1cc(Cl)ccc1Oc1ccccc1,1,8,-3,5,-16,21,1.9,-1,-9
Cc1c(C(=O)O)sc2ncn(C)c(=O)c12,-5,20,-11,5,-8,-9,0.8,7,-1
O=C(/C=C/c1ccc([N+](=O)[O-])cc1)N1CCN(Cc2ccccc2)CC1,-5,-11,7,2,-7,-2,-0.1,4,-6
Cc1ccc(C(=O)C2C(=O)c3ccccc3C2=O)cc1,-35,17,-12,1,-2,4,2.1,-9,0
COc1ccc(-c2noc(-c3ccc(Br)o3)n2)cc1OC,-4,8,-3,3,3,-7,0.0,-4,-3
Cc1ccc(S(=O)(=O)N2CCC(=O)N(C(COCc3cccc(C(F)(F)F)c3)Cc3ccccc3)CC2)cc1 (stereo not given),-8,6,-4,0,-9,14,1.2,1,-1
O=C(Nc1ccc(N2CCN(C(=O)c3ccco3)CC2)cc1)c1cc(Br)ccc1Cl,6,-8,6,6,-6,37,4.1,-10,-4

# Only CHO parental Ca and OXTR potentiate, for 2 of the compounds above:
Compound	CHO parental Ca	OXTR potentiate
COc1ccc(-c2noc(-c3ccc(Br)o3)n2)cc1OC	-4	3
C=CCN1C(=O)c2ccc(C(=O)N3CCN(S(=O)(=O)c4ccc(C(C)C)cc4)CC3)cc2C1=O	-5	-5

# Next part:
SMILES,M1 antag,CHO-K1 Ca PAM,CHO-K1 Ca antag,TAAR1 ag,OXTR potentiate,TAAR1 antagonist,M1 ag parental,CHO parental Ca,M1 ag
COc1ccc(N(CC(=O)Nc2cccc3ccccc23)S(C)(=O)=O)c(OC)c1,-18,27,-20,1,-19,-13,0.2,-17,-3
COc1ccc(C(CC(=O)O)NC(=O)C2CCCCC2)cc1 (stereo not given),-11,11,-1,5,-1,-1,-0.1,1,-5
O=C(COC(=O)CCC(=O)c1cccs1)NC(=O)c1ccc(OC(F)F)cc1,-11,6,-13,1,1,-7,3.0,-3,-2
COc1cc(/C=C(\C#N)c2ccccn2)ccc1OCC(=O)Nc1c(Cl)cccc1Cl,1,15,-5,7,1,7,1.9,2,-6
Cc1ccc2c(C)c(C(=O)Nc3cccnc3)oc2c1C,-9,9,4,4,.,12,9.3,.,-5
CN1CCN(c2ccc([N+](=O)[O-])cc2S(=O)(=O)N2CCOCC2)CC1,-6,10,-14,9,1,6,1.0,1,-3
O=C(c1ccc(F)cc1F)N1CCN(c2n[nH]c(=O)[nH]c2=O)CC1,-4,10,-2,0,-15,-3,-0.5,17,-3
Cc1[nH]c(=S)sc1Cc1ccc(F)cc1,-6,16,-7,2,1,5,0.4,-3,-6
CCOC(=O)C(=O)Nc1sc(C(=O)N2CCOCC2)c(C)c1C#N,-1,-6,4,0,3,-10,0.1,2,0
COc1ccccc1C(=O)NCC(=O)OC(C)C(=O)NC1CCCCC1C (stereo not given),1,8,-10,19,-3,-14,0.8,-26,-3
Cc1cccc(N2C(=O)CC(Sc3nnc(C)s3)C2=O)c1 (stereo not given),-9,10,-12,5,-6,-5,-0.2,-1,-3
CCN1C(=O)C(CC(=O)NC)N(NC(=O)c2ccccc2)C1=S (stereo not given),9,-12,4,1,-2,-17,0.1,-4,-1
CN(CC(=O)Nc1ccc(Cl)c(C(F)(F)F)c1)C(=O)C1CC(=O)N(Cc2ccco2)C1 (stereo not given),-1,15,-11,7,-4,3,0.8,-16,-3
O=C(CSc1nnc(-c2cnccn2)n1Cc1ccco1)c1ccc2ccccc2c1,-1,6,-13,4,-8,11,1.6,-14,-9
CCOc1ccc(NC(=O)CNS(=O)(=O)c2c(C)cc(C)cc2C)cc1,15,-24,10,-1,-13,-18,0.3,-29,-4
COc1ccc(Br)cc1C1=CC(=O)C[C@H](c2ccc(F)cc2)C1,-4,-5,6,6,.,23,0.3,.,-7
CCN(CC)C(c1ccc(F)cc1)c1nnnn1CC1CCCO1 (stereo not given),-10,13,-5,9,3,-1,0.2,6,-3
Cc1cc(C)cc(NC(=O)c2cccn2-c2ncc(C(F)(F)F)cc2Cl)c1,-3,1,-16,11,-4,-7,-0.3,-17,-8
O=C(C1CCC(=O)N(C2CC2)C1)N1CCN(c2ccc(Cl)cc2)CC1 (stereo not given),3,-13,-6,0,-11,9,1.2,-6,-5
S=c1[nH]nc2c3c4c(sc3ncn12)CCCC4,-1,11,-4,-1,3,-15,-0.1,-7,0
C[C@H](CO)N1C[C@H](C)[C@@H](CN(C)C(=O)NC2CCCCC2)Oc2c(NC(=O)Nc3ccc4c(c3)OCO4)cccc2C1=O,9,8,-1,15,-4,36,3.9,-27,-3
COc1cc(/C=N/NC(=O)c2ccc(CN(C)S(=O)(=O)c3ccc(C)cc3)cc2)ccc1O,0,2,-11,6,-11,39,6.4,-3,-3
CCOc1ccc(C(=O)Nc2ccc(NC(=S)NC(=O)CC)cc2)cc1Cl,-9,23,-12,2,-7,-5,0.1,-9,-7
CC1(C(=O)NS(=O)(=O)c2ccccc2Cl)CCN1C(=O)CCc1ccccc1 (stereo not given),-11,-5,-6,-1,.,-20,0.3,.,3

# Quoted from the listing.
# TAAR1 ag with `O=C(C1CCC(=O)N(C2CC2)C1)N1CCN(c2ccc(Cl)cc2)CC1` (stereo not given) is entered as 0
# TAAR1 ag with `CCOc1ccc(NC(=O)CNS(=O)(=O)c2c(C)cc(C)cc2C)cc1` is entered as -1
# CHO-K1 Ca PAM with `COc1ccc(Br)cc1C1=CC(=O)C[C@H](c2ccc(F)cc2)C1` is entered as -5
# M1 ag with `CN(CC(=O)Nc1ccc(Cl)c(C(F)(F)F)c1)C(=O)C1CC(=O)N(Cc2ccco2)C1` (stereo not given) is entered as -3

# Next structures follow:
SMILES,M1 antag,CHO-K1 Ca PAM,CHO-K1 Ca antag,TAAR1 ag,OXTR potentiate,TAAR1 antagonist,M1 ag parental,CHO parental Ca,M1 ag
CC(=O)Oc1ccc(-c2csnn2)cc1,4,-5,-5,9,-7,-15,-0.1,-7,-4
N#CC(Sc1ccccn1)c1ccc(Cl)cc1Cl (stereo not given),39*,11,10,1,-20,11,4.0,-6,-10
CCCC(=O)OCC(=O)Nc1cc(Cl)ccc1[N+](=O)[O-],-10,15,-11,-1,-9,-14,0.7,-4,-3
CCc1nc2ccc(C(=O)N(C)CCN(C)C)cn2c1N(C)Cc1cc2ccccc2s1,18,-4,-1,3,.,-26,1.3,.,-7
CCOc1ccc(NC(=O)CCNS(=O)(=O)c2cccc3nonc23)cc1,3,10,-7,0,-1,4,0.3,-23,-5
Cc1[nH]c2ccccc2c1/C=N/NC(=S)NCc1ccccc1,10,9,-6,1,-11,5,0.8,3,-3
COc1ccc(NC(=O)CSc2nnc(-c3ccccc3)n2N)cc1,4,-4,3,5,-6,-2,-0.1,-8,0
CCSC1=N/C(=C\c2ccc(C)s2)C(=O)S1,2,12,-12,-2,-5,-22,-0.1,0,-8
CC1CCN(CCCNC(=O)c2nn(C)c3c2CS(=O)(=O)c2ccccc2-3)CC1,16,-15,2,0,0,-8,0.2,-14,-5
CCN(CC)C(=O)COc1ccc2c(-c3ccccc3)cc(=O)oc2c1,-8,-3,-7,1,-4,-7,0.4,-3,-3
COc1ccc(CCNC(=O)COc2ccc3c(C)cc(=O)oc3c2)cc1OC,-5,6,-14,1,-4,-1,0.8,-2,-7
O=C(NCCc1ccc(F)cc1)Nc1ccccc1,-10,5,-6,5,-4,-5,0.9,-5,0
O=C1CCN(S(=O)(=O)c2ccc(Cl)cc2)CCN1,-18,25,-15,3,-3,-8,0.7,-12,-2
C/C(=N\OC(=O)Nc1ccc(Cl)cc1)c1ccc(F)c(F)c1,16,3,-5,3,-4,22,0.4,-9,-5
COc1ccc(-c2nc(C)ncc2N=Nc2ccccc2)cc1,-16,9,0,5,-10,9,-0.4,-15,-5
O=C1NC(=O)C2(COC(c3cccnc3)OC2)S1 (stereo not given),-11,23,0,2,-6,6,0.4,-6,-2
O=C(CSc1ccc(Cl)cc1)Nc1cccc(-c2nnc(-c3ccco3)o2)c1,-5,-10,13,6,-3,13,0.3,-27,-5
CN(c1ccccc1)S(=O)(=O)c1ccc(C(=O)Nc2cccc(S(=O)(=O)N3CCOCC3)c2)cc1,22,-9,13,10,.,44,4.3,.,-4
O=C(c1ccc(N2CCCC2)c([N+](=O)[O-])c1)N1CCN(S(=O)(=O)c2ccccc2)CC1,1,-4,0,3,.,19,5.9,.,-4
CC(=O)N1CCN(C(=O)Cn2c(=O)oc3ccccc32)CC1,-3,11,3,4,-9,-3,0.1,-6,-3
O=C(COC(=O)C1CC1)NCc1ccccc1Cl,-35,5,-1,8,-5,-11,0.0,-14,-4
Cc1ccc(S(=O)(=O)N2CCOCC2)cc1C(=O)NC1CCCCC1,6,-4,2,0,-9,9,-0.5,-3,12
COc1cccc(/C=C/C(=O)OCC(=O)Nc2ccc3c(c2)OCCO3)c1,0,11,2,12,.,-28,0.1,.,-5
CCN(CC)S(=O)(=O)c1ccc(NC(=O)Cn2c(=O)oc3ccccc32)cc1,0,0,-10,14,-21,-17,1.1,4,-1
C[C@H]1CN([C@@H](C)CO)C(=O)CCCn2nncc2CO[C@@H]1CN(C)S(=O)(=O)c1ccc(Oc2ccccc2)nc1,-17,6,7,1,.,3,-0.1,.,-9
CCCn1c(NCc2ccc(C)o2)nc2ccccc21,-23,1,-19,1,-3,-8,-0.2,-1,-6
COc1ccc2ccccc2c1/C=N/NC(=O)c1ccccc1F,-15,-13,3,0,-15,-4,0.0,-5,-3
CCCCC(=O)NC1=NC(=O)C(C)(C)S1,3,8,-40,12,3,7,0.0,-10,-1
O=C(Nc1nccs1)C1Cc2ccccc2CN1S(=O)(=O)c1ccc(F)cc1 (stereo not given),3,7,2,9,-2,2,0.2,-14,-3
CC1Cc2ccccc2N1C(=O)c1ccc2c(c1)nnn2C (stereo not given),-1,4,-7,10,-15,12,-0.1,-9,-6
